Screens from PubChem BioAssay.
Diaph act CS – diaphorase activation or chemical reduction counter-screen | Diaphorase/resazurin coupled assay, resorufin fluorescence, 16 min; hits give high values; 1 = vehicle wells, 0 = NADH-free wells | hit rate 0.005% among 190,000 | AID 1229 | activation factor at 20 µM;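 active = diaphorase activity raised at least twofold by the compound at 20 µM; inactive = activation factor below 2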
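Assay system: Purified diaphorase enzyme from Clostridium kluyveri | Amount: Enzyme 0.07 U/mL final | Dosing: Compound 20 µM once, DMSO 1% | Timing: 16 min reaction at room temperature | Detection: Fluorescence, excitation 544 nm and emission 590 nm | Evaluation: Higher resorufin formation from activation or reduction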
TR-FRET SRC-2 ct – TR-FRET artefact, counter-screen to PPARgamma/SRC-2 agonist assay; TR-FRET ratio at 8 µM; hits give high values; AID 1049; hit rate 0.4% among 200,000; in the data active = TR-FRET ratio above about 2000; also: inactives centre near 1500
PPARg SRC1 recr – PPARgamma-driven SRC-1 recruitment agonism. P37231. PPARgamma-SRC-1 coactivator recruitment biochemical assay. activation, % at 8 µM. hit rate 0.41% among 200,000; in the data active = activation above about 19%;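 also: 0% = DMSO and 100% = reference agonist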
PPARg SRC2 recr – agonists of SRC-2 recruitment by human PPARgamma | activation, % at 8 µM | P37231 | hit rate 0.34% among 200,000 | PPARgamma LBD-SRC-2 recruitment, biochemical; in the data active = activation above about 22%;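 also: 0% = vehicle and 100% = reference agonist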
ROMK mod – human ROMK K+ channel modulation, primary screen; AID 1918; B-score at 10 µM; hit rate 2% among 130,000; Tet-inducible ROMK, thallium flux fluorescence; actives lie on both sides;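 active = signal ratio slope over the read window, or its plate-corrected B-score, at least 3 SD from the plate mean, either direction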;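 also: B-score of the F/F0 ratio slope over 7 to 12 s after thallium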
PMI act satM6P – activators of human phosphomannose isomerase at near-saturating mannose 6-phosphate; P34949; coupled PMI enzyme assay, resazurin fluorescence, 20 min; hits give high values; 1 = untreated enzyme, 0 = substrate-free blank; hit rate 0.34% among 190,000; activation factor at 20 µM;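 active = activation factor of 2 or more at 20 µM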
Target sequence (P34949 whole entry, looked up): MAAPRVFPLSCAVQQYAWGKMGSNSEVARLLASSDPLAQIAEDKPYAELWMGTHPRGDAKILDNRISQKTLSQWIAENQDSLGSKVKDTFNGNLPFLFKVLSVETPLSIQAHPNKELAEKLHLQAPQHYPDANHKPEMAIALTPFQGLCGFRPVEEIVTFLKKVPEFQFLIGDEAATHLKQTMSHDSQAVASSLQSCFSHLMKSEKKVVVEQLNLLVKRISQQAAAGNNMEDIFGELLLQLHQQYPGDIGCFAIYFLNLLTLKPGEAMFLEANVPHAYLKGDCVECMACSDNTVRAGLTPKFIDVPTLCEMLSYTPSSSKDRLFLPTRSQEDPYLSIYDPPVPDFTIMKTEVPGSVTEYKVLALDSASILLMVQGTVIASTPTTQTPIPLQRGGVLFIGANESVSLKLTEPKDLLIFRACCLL
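Test system: human phosphomannose isomerase with PGI, G6PDH, diaphorase coupling enzymes; amount: 15 ng/mL PMI; incubation: enzyme reaction with compound 20 min at room temperature; technique: resorufin fluorescence (Ex 544/Em 590 nm) from resazurin via diaphorase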
PMI activator – increases human mannose-6-phosphate isomerase activity. hit rate 0.005% among 190,000. AID 1214. activation factor at 20 µM. P34949. purified human PMI, coupled resazurin fluorescence, 20 min; hits give high values; 1 = vehicle control, 0 substrate-free wells;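 active = activation factor of 2 or more at 20 µM, relative to plate controls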
Diaphorase inh – diaphorase inhibition or chemical oxidation counter-screen; diaphorase resazurin-to-resorufin fluorescence, NADH, 16 min; bacterial (C. kluyveri) enzyme, not human; inhibition, % at 20 µM; hit rate 0.69% among 190,000;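 active = primary screen inhibition at 20 µM above a set limit, cut at about 50% in these data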;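 also: plate controls were DMSO with full reaction for no effect and wells lacking NADH for full effect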
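System: Diaphorase enzyme from Clostridium kluyveri | Amount: Enzyme working solution with 0.14 U/mL diaphorase | Benchmarks: No-NADH positive control and DMSO neutral control | Signal: Fluorescence of resorufin formed from resazurin, Ex 544/Em 590 nm | Schedule: 16-min room-temperature incubation before reading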
PPARg SRC-3 ag – promotes SRC-3 coactivator recruitment by human PPARgamma; biochemical PPARgamma/SRC-3 coactivator recruitment assay; activation, % at 8 µM; hit rate 0.26% among 200,000; in the data active = activation above about 23%;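 also: 0% = DMSO and 100% = reference agonist; some compounds past the cut are filed as inactive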
S1P3 antag – antagonists of human S1P3 receptor. Q99500. CHO S1P3 NFAT-BLA reporter, FRET fluorescence, antagonist mode. inhibition, % at 4.98 µM. hit rate 0.27% among 170,000. AID 485;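 active = inhibition above the plate cutoff, the mean inhibition of test wells on that plate plus 3 SD, cut at about 28% in these data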;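 also: cells challenged with S1P at its EC80 of 0.8 µM; blue over green emission ratio from cleaved BLA substrate after 4 h stimulation; 0% = S1P-stimulated wells and 100% = unstimulated DMSO-only wells; some compounds past the cut are filed as inactive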
Target sequence (Q99500 whole entry, looked up): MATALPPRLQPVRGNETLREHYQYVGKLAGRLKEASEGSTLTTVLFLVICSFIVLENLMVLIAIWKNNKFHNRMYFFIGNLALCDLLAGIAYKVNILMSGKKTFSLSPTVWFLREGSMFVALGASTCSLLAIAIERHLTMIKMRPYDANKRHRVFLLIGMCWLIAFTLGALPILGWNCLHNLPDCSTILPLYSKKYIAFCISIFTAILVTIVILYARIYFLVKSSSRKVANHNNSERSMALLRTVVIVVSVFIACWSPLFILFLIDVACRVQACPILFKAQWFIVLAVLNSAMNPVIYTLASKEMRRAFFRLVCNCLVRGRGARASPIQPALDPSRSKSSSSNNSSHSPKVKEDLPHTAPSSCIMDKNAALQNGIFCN
G6PDH counter – L. mesenteroides G6PDH inhibition counter-screen | Purified L. mesenteroides G6PDH, diaphorase/resazurin coupled fluorescence, 45 min | hit rate 0.12% among 200,000 | inhibition, % at 5 µM | AID 1020; in the data active = inhibition above about 50%
* = called active by the depositor; · = not tested or not shown.

SMILES	Diaph act CS	TR-FRET SRC-2 ct	PPARg SRC1 recr	PPARg SRC2 recr	ROMK mod	PMI act satM6P	PMI activator	Diaphorase inh	PPARg SRC-3 ag	S1P3 antag	G6PDH counter
COc1ccc(NS(=O)(=O)c2ccc(N)c(C(=O)O)c2)cc1	0.8	1569	-3	-3	1.3	1	1	18	8	7	0
COc1cccc(NC(=O)CCCOc2cc(=O)n(C)c3ccccc23)c1	1	1493	0	-3	·	1	1	0	6	·	7
Cc1ccc(-n2nnnc2SCC(=O)N(CC(C)C)c2c(N)n(CC(C)C)c(=O)[nH]c2=O)cc1	1	1267	7	-2	-2	1	1.1	2	0	-18	0
CN(C)S(=O)(=O)c1ccc(N2CCCC2)c(C(=O)Nc2ccccc2OC(F)F)c1	0.9	1520	11	9	-0.86	1	1.1	9	4	-17	6
O=C(Nc1nc(-c2ccccc2)cs1)C1CCCN(S(=O)(=O)c2cccc([N+](=O)[O-])c2)C1 (stereo not given)	0.8	1655	2	10	-0.97	0.8	0.8	22	9	·	-1
CN(CC(=O)N1CC=C(c2ccccc2)CC1)S(=O)(=O)c1cnc[nH]1	0.9	1441	-7	-17	-1.1	0.9	1	8	-9	-7	3
CC(C(=O)OCn1nnc2ccccc2c1=O)N1C(=O)c2ccccc2C1=O (stereo not given)	0.8	1590	8	2	0.31	0.9	0.9	17	12	-13	-16
Cc1c(Cl)cccc1NC(=S)N1CCN(c2ccccn2)CC1	0.9	1457	-8	-5	-0.17	1	0.9	10	-1	3	10
COc1cccc(/C(N)=N/OC(=O)Cc2ccccc2[N+](=O)[O-])c1	0.9	1554	1	8	-0.16	0.9	0.9	8	9	7	12
Clc1cccc(NCc2cn3cccnc3n2)c1	1	1646	9	9	·	1	1	3	2	3	-1
CCn1c(CNC(=O)COc2ccc(C(C)C)cc2)nnc1SCC(=O)Nc1ccccc1	0.9	1496	1	-1	·	0.9	0.9	10	0	·	11
Cc1cc(SCC(=O)NC(=O)NCc2ccco2)nc2c(C)cccc12	0.8	1712	-2	1	·	1.6	1.3	22	4	-22	3
COc1cccc(N(CC(=O)NC(C)c2ccccc2)S(C)(=O)=O)c1 (stereo not given)	0.9	1697	10	-7	·	0.9	1	12	7	·	10
O=C(Nc1ccccc1)N1CCN(S(=O)(=O)c2ccccc2)CC1	0.9	1640	2	5	0.19	1	1	5	4	-9	-3
N#Cc1nc(-c2ccco2)oc1N1CCC(C(N)=O)CC1	1.1	1561	4	0	-0.41	1.2	1	-7	2	-17	10
Cn1ncc2c(Nc3cccc(C(=O)O)c3)ncnc21	0.9	1521	-3	6	·	0.9	1	7	-10	·	13
CCCCCCCC(=O)NNC(=O)c1c(O)c2ccccc2n(CCC)c1=O	1.1	1533	0	4	·	1.3	1.1	-6	2	-4	-4
COCNc1nc(OCC#N)nc(N(C)C)n1	0.9	1555	-4	2	0.38	1	1	11	-3	-8	3
Cc1cc(C)cc(NC(=S)NCCSc2ccc(Cl)cc2)c1	0.9	1612	6	-4	·	1	1.1	14	5	13	7
CCC(C)NC(=O)C1CCN(S(=O)(=O)c2ccc(Br)s2)CC1 (stereo not given)	1.1	1316	-10	-7	0.13	1	1.1	-6	-4	-6	4
CCOC(=O)c1cnc2c(-c3ccc(Cl)cc3)c(C)nn2c1N	1	1398	10	0	0.73	1.2	1.1	-2	8	·	2
COc1cccc(C(=O)Oc2c(Br)cc(Br)cc2/C=N/NC(=O)c2cc(C)[nH]n2)c1	1	1590	4	5	-0.49	1	1	-3	5	24	2
Cc1ccnc(NC(=S)NC(=O)c2cncc(Br)c2)c1	0.7	1430	-6	-2	-0.11	0.9	0.9	28	-3	-7	6
COc1ccc(C2C(C(=O)O)CC(=O)N2c2ccc(OC)cc2)cc1 (stereo not given)	0.8	1457	-1	3	·	0.9	0.9	16	-5	-22	-13
O=C(c1ccc(S(=O)(=O)N2CCCCC2)cc1)N1CCN(Cc2ccc3c(c2)OCO3)CC1	0.8	1658	4	6	-0.34	1	1	16	0	-25	2

(continued)
SMILES	Diaph act CS	TR-FRET SRC-2 ct	PPARg SRC1 recr	PPARg SRC2 recr	ROMK mod	PMI act satM6P	PMI activator	Diaphorase inh	PPARg SRC-3 ag	S1P3 antag	G6PDH counter
CCOC(=O)c1c(-c2ccc(OC)cc2)csc1/N=C/N(C)C	0.8	1482	-2	7	0.071	0.8	0.9	17	3	6	17
CC(C)N(C(=O)Cn1c(SCC(=O)NCc2ccc3c(c2)OCO3)nc2ccccc21)C(C)C	0.9	1507	-4	0	-0.29	1	1	10	-3	·	9
COCCN(C)C(=O)CCc1nnc(Cc2ccc(-c3ccccc3)cc2)o1	0.8	1748	4	3	-0.034	1.1	1	16	6	-13	11
COc1ccc(N2CCN(C(=O)CSc3ccc([N+](=O)[O-])cc3)CC2)cc1	0.9	1307	-11	1	-0.93	0.9	1	13	2	-8	1
CCC(=O)N(Cc1ccc2c(c1)OCO2)Cc1cc2cc(OC)ccc2[nH]c1=O	1	1574	-1	4	·	1	1	2	6	-2	13
CCNC(=O)NC(=O)C(C)OC(=O)c1cccn1C (stereo not given)	1.1	1575	0	3	0.093	1.2	1.1	-11	1	-2	5
CCSc1nc(N)c(C#N)c(-c2ccco2)c1C#N	0.7	1583	0	-2	·	0.6	0.8	27	-9	·	11
Fc1ccccc1/C=N/Nc1ncnc2nc[nH]c12	0.9	1442	-3	-12	0.27	0.9	0.9	9	-2	-19	24
O=C(O)CC/C(=N\NC(=O)c1ccccc1)c1cccs1	0.9	1396	-5	-11	0.4	1	1.2	7	-3	-8	5
NS(=O)(=O)c1ccc(N/N=C/c2ccccc2C(=O)O)c([N+](=O)[O-])c1	0.9	1449	10	8	-0.21	1	1	5	2	-1	3
COc1ccc(N2CCN(C(=O)CSc3nnc(CNc4ccccc4)o3)CC2)cc1	0.8	1475	4	3	·	0.9	0.9	20	1	-7	4
COc1ccc(-n2cnnc2SCC(=O)N2CCN(S(=O)(=O)c3ccccc3)CC2)cc1	1.1	1675	4	9	-0.0066	1.1	1.1	-8	2	·	0
CC(C)(C)C(=O)Nc1nnc(Cc2ccccc2)s1	0.9	1530	-3	2	-0.03	1	1	6	7	·	10
Cc1nc(NC2=NCN(Cc3ccc4c(c3)OCO4)CN2)nc2ccccc12	1	·	·	·	·	1	1	-1	·	-5	7
O=C(Cc1ccccc1F)c1ccc(O)cc1O	0.9	1701	7	-6	·	1	0.9	13	-1	-8	8
CNc1nc(OC)nc(N(C#N)CN2C(=O)c3ccccc3S2(=O)=O)n1	0.9	1640	-4	-5	0.2	1	1.1	7	1	5	9
COc1ccc(C(=O)O/N=C2\CCS(=O)(=O)c3sccc32)cc1	0.9	1546	6	1	-0.38	0.9	0.9	13	2	-7	0
Cc1[nH]c(=O)[nH]c(=O)c1S(=O)(=O)N1CCC(C(=O)NC(C)c2ccccc2)CC1 (stereo not given)	0.9	1413	-7	3	0.15	0.9	0.9	12	-1	-11	13
CCOC(=O)C1=C(N)OC2=C(C(=O)CCC2)C1c1ccccc1OCC (stereo not given)	0.8	1489	2	0	·	0.9	1	19	-3	-12	13
Cn1ncc(Cl)c1C(=O)N/N=C/c1cccc(OC2CSC2)c1	1	1505	8	-2	0.068	1	1	3	1	7	0
CC(CC(=O)NCc1ccccc1)C1CCCO1 (stereo not given)	0.8	1471	5	13	·	0.9	0.9	18	-5	3	9
CC(=O)Nc1ccc(S(=O)(=O)Nc2ccc(NC(=O)c3ccco3)cc2)cc1	1	1588	0	-4	·	1.1	0.9	-5	-4	0	-5
O=C1C(C=Nc2ccccc2)=C(O)c2ccccc21	0.9	1692	8	8	0.63	1.1	1	12	2	·	8
CCC1(c2ccccc2)NC(=O)N(CC(=O)Nc2ccc3c(c2)OCO3)C1=O (stereo not given)	0.8	1554	10	9	·	0.9	1	16	14	10	0
COc1ccc(S(=O)(=O)N(CC(=O)Nc2ccc(S(=O)(=O)N3CCOCC3)cc2)c2ccccc2)cc1	0.9	1718	4	12	·	1	0.9	10	-2	1	-9

A few values from the results shown.
Value for CCNC(=O)NC(=O)C(C)OC(=O)c1cccn1C (stereo not given) under G6PDH counter: 5
Value for CC(CC(=O)NCc1ccccc1)C1CCCO1 (stereo not given) under PPARg SRC-3 ag: -5

The listing continues.
SMILES	Diaph act CS	TR-FRET SRC-2 ct	PPARg SRC1 recr	PPARg SRC2 recr	ROMK mod	PMI act satM6P	PMI activator	Diaphorase inh	PPARg SRC-3 ag	S1P3 antag	G6PDH counter
O=C(c1ccccc1)c1nc2ccccc2n(CCCn2c(=O)c(C(=O)c3ccccc3)nc3ccccc32)c1=O	1	1746	1	9	·	1.1	1.1	3	-6	·	5
COc1ccc(-c2c(C)nn3c(N4CCN(Cc5ccccc5)CC4)cc(C)nc23)cc1OC	1	1513	0	2	·	0.9	1	3	-4	14	2
COc1ccc(S(=O)(=O)N[C@H](C(=O)N2CC[C@@]3(O)CCCC[C@H]3C2)c2ccccc2)cc1	0.9	1519	0	-4	-0.91	1	1	12	3	-4	0
CCOC(=O)C1=C(C)NC(=S)NC1C (stereo not given)	0.8	1576	-4	5	0.62	0.9	1.1	16	-2	-9	-2
COCc1[nH]nc2c1C(c1cccc(OC)c1)C(C#N)=C(N)O2 (stereo not given)	0.9	1657	2	5	-0.024	0.9	0.9	12	1	·	12
Cc1ccc(C2(CC(=O)O)CCOC(C)(C)C2)cc1 (stereo not given)	1	1540	4	4	0.74	1.2	1.1	-2	9	·	8
CN(C)c1nc(C(F)(F)F)cc(=O)[nH]1	0.9	1562	-1	7	-0.63	1	1	9	5	-13	1
Fc1ccc(NCc2nnc(SCc3nnc(-c4ccccc4)o3)n2Cc2ccccc2)cc1	0.7	1596	10	4	-4.8*	0.6	0.8	32	6	9	12
Cc1cc(C)c(S(=O)(=O)c2ccccc2)c(OC(=O)c2cc(F)c(F)cc2Cl)n1	0.9	1637	0	11	·	1	1	12	0	·	2

Of the compounds above, 4 contain a nitro group on carbon.
SMILES	Diaph act CS	TR-FRET SRC-2 ct	PPARg SRC1 recr	PPARg SRC2 recr	ROMK mod	PMI act satM6P	PMI activator	Diaphorase inh	PPARg SRC-3 ag	S1P3 antag	G6PDH counter
O=C(Nc1nc(-c2ccccc2)cs1)C1CCCN(S(=O)(=O)c2cccc([N+](=O)[O-])c2)C1 (stereo not given)	0.8	1655	2	10	-0.97	0.8	0.8	22	9	·	-1
COc1cccc(/C(N)=N/OC(=O)Cc2ccccc2[N+](=O)[O-])c1	0.9	1554	1	8	-0.16	0.9	0.9	8	9	7	12
COc1ccc(N2CCN(C(=O)CSc3ccc([N+](=O)[O-])cc3)CC2)cc1	0.9	1307	-11	1	-0.93	0.9	1	13	2	-8	1
NS(=O)(=O)c1ccc(N/N=C/c2ccccc2C(=O)O)c([N+](=O)[O-])c1	0.9	1449	10	8	-0.21	1	1	5	2	-1	3
